Hep lipid drop = modulators of hepatic lipid droplet formation; actives 0.4% (n = 240,000); inhibition, % at 6.5 µM; AML12 mouse hepatocytes, oleate lipid droplets, BODIPY imaging;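 active = lipid droplet intensity inhibited by at least 50%, with more than 500 cells counted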
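Assay system: AML12 mouse liver cells | Compound dosing: One dose, 6.5 µM compound | Read-out basis: Droplet intensity reduction, % inhibition | Measured by: Fluorescence imaging, 20x objective, two fields per well | Schedule: Overnight treatment with compound plus oleate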
b-catenin transl = alters nuclear translocation of beta-catenin in HeLa cells; AID 1665; immunofluorescence imaging; nuclear translocation activity, % at 5 µM; actives 0.3% (n = 190,000);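 active = nuclear translocation activity above 50% at 5 µM, with a well cell count of 50 or more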;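 note: per-cell ratio of nuclear to cytoplasmic median beta-catenin stain intensity; plate controls were DMSO negative control for no effect and GSK-3 inhibitor IX positive control for full effect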
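Test system: human HeLa cell line; Doses: 5 µM primary, 0.02–20 µM confirmation; Incubation: 24 h compound exposure, 37°C; Detection: beta-catenin immunofluorescence imaging with DAPI; Read-out: beta-catenin nuclear/cytoplasmic ratio, % activation.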
Myeloid diff MLP = compounds promoting myeloid differentiation; calls only at 10 µM; ER-HoxA9 myeloid progenitors, lysozyme-GFP differentiation, flow cytometry; actives 1% (n = 360,000); AID 624256;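 active = normalized GFP-positive differentiation at or above the plate's own cutoff, the solvent-only control mean plus 3 SD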;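 note: cells exposed to compound for four days before flow analysis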
Dynein cargo inh = dynein cargo transport inhibition. 3617.4 mouse cells, GR-EGFP nuclear translocation imaging; test concentration mostly 20 µM; stimulated with dexamethasone, 1 µM; active compounds read low. z-score, hits read low. actives 0.47% (n = 220,000);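 active = plate z-score of nuclear minus cytoplasmic receptor signal below a set negative limit, without overly bright fluorescence or cell loss, cut at about -3.5 in these data, passing the limit was not always enough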;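 note: z-score of nuclear minus cytoplasmic ring GR-EGFP intensity difference per well; some compounds called inactive have numbers as strong as hits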
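Schedule: 48 h induction, then 1 h compound, then 30 min agonist, 37 °C. Buffer or medium: tetracycline-free induction medium containing charcoal-stripped FBS. Reagent: 1.0 µM final dexamethasone stimulus. Evaluation: nuclear versus cytoplasmic GR-EGFP signal, averaged per well. Signal: high-content fluorescence imaging after fixation.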
human PMI inhibition = MPI enzyme activity inhibition – biochemical, fluorescence intensity, coupled assay, primary screen (AID 1209); purified PMI enzyme, coupled fluorescence intensity; higher % means a stronger effect; inhibition, % at 20 µM, or IC50 in µM where a hit was titrated; actives 0.42% (n = 190,000); in the data active = inhibition above about 50%;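 note: plate controls were DMSO vehicle for no effect and wells lacking substrate for full effect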
MT stabilizer = microtubule stabilizers in HeLa cells. HeLa tubulin immunostaining HCS, 24 h; share of cells brighter than vehicle mean+2SD. % tubulin-high responders, % at 10 µM. actives 0.83% (n = 200,000). AID 2205;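 active = plate Z-score above 3 for both tubulin-high and condensed-nucleus cell shares, with cell loss under 80%, at 10 µM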;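 note: anti alpha tubulin signal scored within the nucleus-defined area of each cell; some results filed as inactive read as strong as hits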
T cell HTS = T cell immune modulation candidate | 2C CD8+ T cell-vesicle binding, flow cytometry; active compounds read low | calls only at 7 µM | AID 2052 | actives 0.068% (n = 330,000);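 active = response, share of CD8 T cells binding vesicles, and their 90th percentile fluorescence all below set limits, cut at about 80% in these data, passing the limit was not always enough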
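Test system: purified 2C TCR transgenic mouse naive CD8+ T cells. Probe or stimulus: QL9-peptide-loaded Drosophila micro-vesicles bearing Ld, ICAM-1 and B7-1. Incubation: binding step 1.5 h, 37 °C, antibody labelling 20 min, ice. Measured by: flow cytometry of vesicle-bound cells.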
TNAP activation fold = stimulation of alkaline phosphatase TNAP activity – biochemical, luminescent, no phosphate acceptor, uHTS, primary screen (AID 1001). activation fold at 20 µM; hits with a dose series show EC50 in µM. purified TNAP, luminescent activation assay, no phosphate acceptor; higher activation fold means a stronger effect. actives 0.03% (n = 200,000); in the data active = activation fold from about 3, or a potency from the dose series; inactive = the rest, 99 in 100 with activation fold below about 1.6; note: many of its hits are not listed in these tables
Insulin prom up = MIN6 insulin promoter up-regulation; MIN6 insulin promoter-GFP reporter, high-content imaging; active compounds read high; z-score at 5 µM; actives 0.3% (n = 190,000);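 active = z-score above 3 at 5 µM with at least 500 cells counted in the well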
Dynein cargo inh cytoplasmic EGFP = also measured in Dynein cargo inh; calls as there; z-score; measured here: cytoplasmic GR-EGFP intensity; active compounds read high
Dynein cargo inh nuclear GR-EGFP = further read-out of Dynein cargo inh, marked with its call; z-score; measured here: nuclear GR-EGFP intensity;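 lower value marks the stronger effect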
Dynein cargo inh cell count = further read-out of Dynein cargo inh, marked with its call; z-score; measured here: cell count per field
Insulin prom up cell count = recorded beside Insulin prom up, whose call it bears; cell count; measured here: cytotoxicity, nuclei count;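 total cells summed across four imaged fields per well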
Hep lipid drop cells 6.5 µM = second read-out of Hep lipid drop, no call of its own (marks repeat the call); cell count; measured here: cell count, cytotoxicity flag;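 cells counted across two imaged fields per well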
b-catenin transl cell count 5 µM = also measured in b-catenin transl; calls as there; cell count; measured here: cell count, cytotoxicity flag
T cell HTS vesicle-bound % = second read-out of T cell HTS, no call of its own (marks repeat the call); double positive events, %; measured here: CD8+ vesicle-bound cell fraction;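 binding gate set so that unloaded-vesicle control wells show 10% double positive cells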
MT stabilizer Hoechst-high % = second read-out of MT stabilizer, no call of its own (marks repeat the call); % Hoechst-high responders; measured here: nuclear condensation Hoechst responders;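 share of cells brighter than vehicle mean plus two SD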
MT stabilizer cytotoxicity % = also measured in MT stabilizer; calls as there; toxicity, %; measured here: cytotoxicity by cell density;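 0% = mean cell density of plate MIN control wells and 100% = no cells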
Myeloid diff MLP GFP+ MAC1+ % = also measured in Myeloid diff MLP; calls as there; GFP+ MAC1+ double positive, %; measured here: differentiation confirmed by MAC1 staining
* hit, by the source's call; i = inactive; x = not tested or not shown.

Molecule	b-catenin transl cell count 5 µM	T cell HTS vesicle-bound %	Dynein cargo inh cell count	Insulin prom up cell count	Myeloid diff MLP GFP+ MAC1+ %	Dynein cargo inh	Dynein cargo inh cytoplasmic EGFP	MT stabilizer cytotoxicity %	Hep lipid drop	TNAP activation fold	Myeloid diff MLP	human PMI inhibition	T cell HTS	Insulin prom up	MT stabilizer Hoechst-high %	b-catenin transl	Hep lipid drop cells 6.5 µM	Dynein cargo inh nuclear GR-EGFP	MT stabilizer
O=C(CSc1nnc(-c2ccc(S(=O)(=O)N3CCCC3)cc2)o1)NCC1CCCO1 (stereo not drawn)	1025	63	0.8	x	0.2	-0.47	0.61	3.4	7	1.1	i	-2%	i	x	0.9	0.9	595	-0.067	1.2
Cc1cc(C)cc(OCc2ccc(C(=O)N3N=C(C(F)F)CC3(O)C(F)F)o2)c1 (stereo not drawn)	1075	14	0.059	x	2.1	-0.5	-0.21	5.0	7	1.2	i	20%	i	x	1.3	-0.6	660	-0.033	2.0
CCOC(=O)c1c(C)[nH]c(C)c1C(=O)CSc1nc2ccccc2c(=O)n1-c1ccc(Cl)cc1	x	49	-1.5	1480	1.0	2.2	-0.23	5.6	5	1	i	6%	i	0.57	1.2	x	644	1.3	4.2
Cc1ccc2nc(SCC(=O)Nc3c(F)cccc3F)[nH]c2c1	963	46	0.51	1594	0.1	-0.34	-0.34	2.6	12	1.4	i	-7%	i	-0.43	2.9	-1.0	694	-0.16	2.7
Cc1ccnc(N2CCC(C(=O)Nc3ccc4c(c3)CCC4)CC2)n1	1138	15	-0.34	x	1.7	1.5	-0.15	5.1	x	1.1	i	14%	i	x	1.3	-2.5	x	1	2.9
CN1C(=O)C(=O)N(CC(=O)N2CCc3ccccc32)C1=O	x	58	2.9	770	0.3	-0.63	-0.27	8.4	-2	1.1	i	5%	i	1.6	2.7	x	757	-0.38	4.5
S=C1NCN(C2CCCCC2)CN1Cc1ccccc1	1094	36	-0.11	1617	0.1	0.16	-0.26	5.6	0	1	i	-4%	i	0.09	3.8	-3.1	653	-0.17	4.3
COc1ccccc1NC(=O)C1(C)Cc2ccccc2C(=O)O1 (stereo not drawn)	1113	19	0.069	1709	1.8	-0.13	-0.17	7.2	-18	1.1	i	15%	i	0.36	1.7	-1.1	634	0.16	1.8
c1ccc2nc(-c3ccncc3)ccc2c1	1168	39	-0.61	1451	1.7	0.37	-0.11	4.1	x	1.1	i	3%	i	0.09	2.6	2.7	x	-0.2	1.5
CSc1nnc([C@@H]2CCCN2C(=O)OC(C)(C)C)o1	1042	54	1.4	1257	0.3	-1.3	-0.37	4.3	-4	1.1	i	-8%	i	-0.17	2.3	-3.1	716	-0.55	1.9
CC1=C/C(=N\NC(=O)c2ccc(O)cc2)CC1	1104	59	0.095	1561	0.0	-0.74	-0.25	4.9	9	1.2	i	6%	i	-0.83	2.2	-0.4	684	-0.58	4.9
CCCOc1ccc(OCCOCCNCc2ccccc2)cc1	x	30	-0.27	1342	0.7	0.69	-0.2	8.2	-16	1.1	i	-1%	i	0.34	2.0	x	690	0.45	3.6
CN(C)c1ccc(/C=N/NC(=O)c2cc(-c3ccc4c(c3)OCO4)n[nH]2)cc1	1049	9	-0.45	1067	0.2	0.51	-0.27	x	4	x	i	x	i	0.25	x	0.1	701	0.22	x
CCOc1c(C(N)=O)cc([N+](=O)[O-])cc1[N+](=O)[O-]	993	59	-1.5	1172	0.2	0.86	-0.18	6.2	1	1.1	i	6%	i	0.17	3.8	-0.7	613	0.063	4.2
Cc1ccccc1NS(=O)(=O)c1cc(S(C)(=O)=O)ccc1Cl	955	40	1.3	1703	7.3	-0.57	-0.19	7.6	5	1.1	i	3%	i	0.12	2.0	-0.3	648	-0.23	1.3
C=CCOC(=O)C(=O)/C=C/c1ccc2c(c1)Cc1ccccc1-2	1183	40	-0.42	1268	1.1	-0.68	1	3.9	4	1	i	-2%	i	-0.78	1.8	-2.8	756	0.12	2.9
CSc1ccccc1NC(=O)CN(C)Cc1ccc(Br)cc1	1150	47	0.69	1605	0.6	-1	-0.28	7.4	-12	1.1	i	16%	i	-0.36	2.3	-2.6	654	-0.82	3.8
CC(C(=O)NCc1cccs1)n1cccc1 (stereo not drawn)	970	47	0.57	1409	0.7	-0.82	-0.09	6.9	x	1.1	i	0%	i	-0.05	2.9	-1.4	x	-0.14	4.7
CSc1ccccc1C(=O)NCc1cccnc1	1090	33	0.04	1589	0.8	0.77	-0.23	9.8	18	1.2	i	-7%	i	-0.17	3.4	-3.9	697	0.66	2.7
Cc1cc(Br)c2c(c1)=C(c1sc(N3CCCCCC3)nc1O)C(=O)N=2	1130	x	0.35	1932	0.2	0.13	-0.27	2.5	-7	1.1	i	3%	x	-0.44	1.9	-3.7	518	0.15	2.9
Cc1nc(SCC(=O)NC(=O)NCc2ccccc2)nc(C)c1C	x	46	0.99	826	0.8	-1.2	-0.31	1.7	9	1.1	i	12%	i	1.1	1.4	x	787	-0.73	0.8
COc1ccccc1Nc1nc(N)nc(CSc2nccn2C)n1	990	63	-1.7	1688	0.2	3.2	-0.033	12	18	1	i	-2%	i	-0.05	1.6	-2.4	695	2.5	4.9
Cc1ccc2nc(-c3ccccc3)c(-c3ccccc3)nc2c1	1015	7	-0.24	1530	0.2	0.79	-0.28	2.5	-45	1	i	13%	i	-0.76	0.8	-0.1	715	0.99	1.0
CC(C)OCCCNC(=O)c1c(N)n(/N=C/c2cccs2)c2nc3ccccc3nc12	1416	33	0.44	844	0.5	-0.27	-0.15	9.3	x	1.1	i	6%	i	-0.66	1.7	1.3	x	-0.36	1.7

Reformatted with two lines to a compound: 4 of the compounds above.
Every second line gives: b-catenin transl cell count 5 µM	T cell HTS vesicle-bound %	Dynein cargo inh cell count	Insulin prom up cell count	Myeloid diff MLP GFP+ MAC1+ %	Dynein cargo inh	Dynein cargo inh cytoplasmic EGFP	MT stabilizer cytotoxicity %	Hep lipid drop	TNAP activation fold	Myeloid diff MLP	human PMI inhibition	T cell HTS	Insulin prom up	MT stabilizer Hoechst-high %	b-catenin transl	Hep lipid drop cells 6.5 µM	Dynein cargo inh nuclear GR-EGFP	MT stabilizer
- Cc1ccnc(N2CCC(C(=O)Nc3ccc4c(c3)CCC4)CC2)n1
 : 1138	15	-0.34	x	1.7	1.5	-0.15	5.1	x	1.1	i	14%	i	x	1.3	-2.5	x	1	2.9
- CN1C(=O)C(=O)N(CC(=O)N2CCc3ccccc32)C1=O
 : x	58	2.9	770	0.3	-0.63	-0.27	8.4	-2	1.1	i	5%	i	1.6	2.7	x	757	-0.38	4.5
- S=C1NCN(C2CCCCC2)CN1Cc1ccccc1
 : 1094	36	-0.11	1617	0.1	0.16	-0.26	5.6	0	1	i	-4%	i	0.09	3.8	-3.1	653	-0.17	4.3
- COc1ccccc1NC(=O)C1(C)Cc2ccccc2C(=O)O1 (stereo not drawn)
 : 1113	19	0.069	1709	1.8	-0.13	-0.17	7.2	-18	1.1	i	15%	i	0.36	1.7	-1.1	634	0.16	1.8

Continuation.
Molecule	b-catenin transl cell count 5 µM	T cell HTS vesicle-bound %	Dynein cargo inh cell count	Insulin prom up cell count	Myeloid diff MLP GFP+ MAC1+ %	Dynein cargo inh	Dynein cargo inh cytoplasmic EGFP	MT stabilizer cytotoxicity %	Hep lipid drop	TNAP activation fold	Myeloid diff MLP	human PMI inhibition	T cell HTS	Insulin prom up	MT stabilizer Hoechst-high %	b-catenin transl	Hep lipid drop cells 6.5 µM	Dynein cargo inh nuclear GR-EGFP	MT stabilizer
COCc1cc(=O)n2[nH]c(C(F)(F)F)nc2n1	x	5	-0.5	911	1.6	2.2	-0.3	5.3	13	1.2	i	0%	i	-0.59	1.5	x	825	0.92	1.9
CCOC(=O)CSc1ncnc2c1nnn2-c1ccc(F)cc1	991	12	-1.1	1545	1.2	-0.014	0.079	4.5	x	1.1	i	1%	i	0.89	2.5	-1.7	x	0.54	5.0
CCN1C(=O)/C(=C/C2=Cc3ccccc3OC2C)SC1=S (stereo not drawn)	1244	32	-0.18	1069	0.6	0.022	2.4	x	4	x	i	x	i	0.58	x	0.3	704	0.0094	x
O=C(NCc1ccccc1)C1CCN(S(=O)(=O)c2cccc3cccnc23)CC1	1184	33	0.39	1978	3.3	-0.54	-0.22	3.9	16	1.1	i	14%	i	0.21	2.0	-2.4	596	-0.23	4.8
CC(Nc1ccc(N2CCOCC2)cc1)C(=O)N1c2ccccc2CC1C (stereo not drawn)	1147	16	0.32	1405	0.8	-0.52	-0.28	x	-8	x	i	x	i	-0.29	x	0.2	698	-0.34	x
C/C(CC(=O)Nc1cccc2c1CCCC2)=N\NC=O	1105	58	0.78	1534	0.4	-0.75	-0.31	5.8	-12	1	i	2%	i	0.29	0.8	1.2	689	-0.15	2.7
Cc1nn(-c2ccccc2)c2nc(-c3ccncc3)cc(C(=O)NCc3ccco3)c12	1000	48	0.13	1060	1.9	-0.5	-0.16	10	x	1.1	i	-2%	i	-1.2	3.4	-5.7	x	0.093	4.4
COC(=O)CN1C(=O)N/C(=C/c2ccccc2OC)C1=O	1102	22	0.55	1216	0.6	-0.11	-0.079	2.0	1	1.1	i	-12%	i	1.5	1.4	0.2	691	-0.056	1.0
